BAP1 block: blocks human BAP1 ubiquitin-AMC hydrolysis; activity remaining (% of control), % at 20 µM; 0.48% of 72,000 active; recombinant BAP1, Ub-AMC hydrolysis fluorescence kinetic; hits give low values; AID 436;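 active means activity remaining at or below 50% of control, provided the compound also passes the data quality filters; inactive means the rest, including low values that fail the filters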;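 further: 100% = DMSO wells rate and 0% = substrate alone blank rate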
Target sequence (Q92560 whole entry, looked up): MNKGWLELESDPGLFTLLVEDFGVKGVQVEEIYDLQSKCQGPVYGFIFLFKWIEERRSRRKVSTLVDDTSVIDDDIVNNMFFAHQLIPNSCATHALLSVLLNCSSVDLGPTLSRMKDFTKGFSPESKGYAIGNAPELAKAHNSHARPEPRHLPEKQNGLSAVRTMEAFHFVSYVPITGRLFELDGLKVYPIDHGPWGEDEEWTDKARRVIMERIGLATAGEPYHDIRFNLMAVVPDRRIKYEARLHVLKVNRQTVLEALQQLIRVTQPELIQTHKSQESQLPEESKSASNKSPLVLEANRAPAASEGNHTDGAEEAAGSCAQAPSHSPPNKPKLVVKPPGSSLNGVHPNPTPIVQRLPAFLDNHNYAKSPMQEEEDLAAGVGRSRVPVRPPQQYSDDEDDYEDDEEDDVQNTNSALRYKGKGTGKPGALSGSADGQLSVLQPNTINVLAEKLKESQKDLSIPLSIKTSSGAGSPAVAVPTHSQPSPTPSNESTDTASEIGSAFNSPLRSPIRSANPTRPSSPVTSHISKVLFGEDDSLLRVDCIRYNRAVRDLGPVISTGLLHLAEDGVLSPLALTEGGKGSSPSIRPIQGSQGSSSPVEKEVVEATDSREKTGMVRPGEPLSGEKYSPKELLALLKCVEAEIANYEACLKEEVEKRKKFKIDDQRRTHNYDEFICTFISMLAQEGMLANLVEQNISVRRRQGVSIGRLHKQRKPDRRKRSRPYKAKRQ
HePTP inh: human HePTP phosphatase inhibition; P35236; inhibition, % at 20 µM; AID 521; 0.64% of 110,000 active; recombinant HePTP phosphatase activity, OD absorbance; in the data active means inhibition above about 50%;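 further: plate controls were vehicle for no effect and reference inhibitor for full effect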
Target sequence (P35236 whole entry, looked up): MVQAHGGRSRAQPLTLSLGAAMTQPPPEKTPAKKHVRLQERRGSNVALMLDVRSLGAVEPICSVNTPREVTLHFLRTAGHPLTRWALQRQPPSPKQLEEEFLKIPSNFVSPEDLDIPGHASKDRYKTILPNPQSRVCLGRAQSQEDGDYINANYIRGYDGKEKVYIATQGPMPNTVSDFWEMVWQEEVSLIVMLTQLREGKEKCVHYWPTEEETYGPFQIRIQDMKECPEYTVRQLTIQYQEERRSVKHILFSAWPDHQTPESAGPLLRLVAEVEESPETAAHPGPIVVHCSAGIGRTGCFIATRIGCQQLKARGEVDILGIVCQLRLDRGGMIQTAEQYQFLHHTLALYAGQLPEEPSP
Numbers without * were called inactive; . = no result given; & = joins results of further samples.

SMILES	BAP1 block	HePTP inh
Cn1c(=O)cc(SCC(=O)NCCCN2CCOCC2)c2ccc(Cl)cc21	83	-6
Clc1ccc(-c2noc(-c3ccc(Br)cc3)n2)cc1	.	-4
O=C(O)/C(=C\c1ccc(Cl)cc1)NC(=O)c1ccco1	.	5
CCN(CC)P(=O)(C(NC(=O)OC)C(F)(F)C(F)(F)C(F)(F)C(F)F)N(CC)CC (stereo unspecified)	86	-7
Cc1ccc(NC2CC(=O)N(c3cccc(C(F)(F)F)c3)C2=O)cc1 (stereo unspecified)	130	4
CCOc1cccc(C2C(C(=O)c3ccco3)=C(O)C(=O)N2Cc2ccncc2)c1 (stereo unspecified)	88	-9
CCN(CC(=O)NC(=O)NCc1ccco1)Cc1nc2ccccc2c(=O)[nH]1	98	16
O=C(O)c1ccccc1C(=O)Nc1ccc(N2C(=O)C3C4CCC(C4)C3C2=O)cc1 (stereo unspecified)	122	.
CCC(=O)Nc1ccccc1C(=O)N1CCOCC1	89	-2
COc1cccc2cc(C(=O)C3=C(O)C(=O)N(CCCN4CCOCC4)C3c3ccncc3)oc12 (stereo unspecified)	63	7
COc1cc(NS(=O)(=O)N2CCCC2)cc(OC)c1OC	73	10
Cn1c(=NCC(O)COc2ccccc2)sc2ccccc21 (stereo unspecified)	106	10
CS(=O)(=O)N(Cc1ccccc1)c1ccc(C(=O)N2CCOCC2)cc1	83	-4&4
COC(=O)C1=C(C)N(c2ccc(C)c(C)c2)/C(=C/c2ccco2)C1=O	.	8
Cc1onc(-c2ccccc2Cl)c1C(=O)N1CCN=C1SCc1cccnc1	92	-1
COc1ccc(-c2ocnc2C(=O)Nc2ccccc2N2CCCCC2)cc1	.	2
O=C(CCc1nc(-c2ccccc2)no1)Nc1cc(C(F)(F)F)ccc1Cl	96	-1
CCN(CC)CCCCCCOc1ccc(Cl)cc1	.	0
O=C(c1ccc(CS(=O)(=O)c2ccccc2)o1)N1CCOCC1	108	10
CCOc1ccc(N(CC(=O)Nc2ccc(C(C)C)cc2)S(C)(=O)=O)cc1	.	11
CC1=C(C(=O)OC2CCCC2)C(c2ccc(Cl)cc2)NC(=O)N1C (stereo unspecified)	.	-1
Cc1nc(N2CCN(c3ccccc3)CC2)nc2c1C(=O)CCC2	97	5
COc1cccc(CN2CCN(S(C)(=O)=O)CC2)c1	.	6
C[n+]1ccn2c3c(c4cc(C5CCCCC5)ccc42)CCCc31	.	-11
CCOC(=O)c1ccc(NC2=C(N3CCCCC3)C(=O)c3ccccc3C2=O)cc1	.	6
Cc1cc2nc(-c3ccc(NC(=O)c4ccco4)cc3O)oc2cc1C	.	-17
O=C(Cc1ccc(S(=O)(=O)N2CCCC2)s1)N1CCOCC1	94	-1
COc1ccccc1C(O)(C(=O)Nc1ccccn1)c1ccccc1OC	.	-7
Cn1c(SCC(=O)N2CCOCC2)nnc1-c1ccccc1	65	-1
S=c1[nH]nc(Cc2ccccc2)n1Cc1ccco1	99	4
Cn1c(=O)c2c(nc3sccn32)n(C)c1=O	107	8
O=C(NCc1ccccn1)NC12CC3CC(CC(C3)C1)C2	81	5
COc1cccc(Nc2nnc(SCn3nnc4ccccc4c3=O)s2)c1	72	2
Nc1nc2c(s1)CCc1c-2cnn1-c1ccccc1	99	9
CCOc1ccc2ccccc2c1CNCCN1CCOCC1	108	10
CCOC(=O)CCc1c(C)c2ccc(OCc3nn[nH]n3)cc2oc1=O	.	7
O=C1NC(=O)N(c2ccc(Br)cc2)C(=O)/C1=C\c1ccc(-c2ccccc2[N+](=O)[O-])o1	.	9
Cc1cccc(OCC(=O)Nc2cc(C)ccc2O)c1	.	6
CN(C)S(=O)(=O)c1ccc(C(=O)Nc2nc(-c3ccccc3)c(-c3ccccc3)s2)cc1	.	7
O=C(Cn1cc(/C=C2/C(=O)NC(=O)N(c3cccc(F)c3)C2=O)c2ccccc21)Nc1ccccc1	.	5

One compound at a time, from the list above. Values in the order: BAP1 block	HePTP inh
COc1cccc(CN2CCN(S(C)(=O)=O)CC2)c1 across the screens: .	6
O=C(Cn1cc(/C=C2/C(=O)NC(=O)N(c3cccc(F)c3)C2=O)c2ccccc21)Nc1ccccc1 across the screens: .	5

Further structures.
SMILES	BAP1 block	HePTP inh
CCc1ccc(-c2[nH]c(=S)[nH]c(=O)c2C#N)cc1	.	11
COc1ccc(OCC(=O)NCCNC(=O)COc2ccc(OC)cc2)cc1	.	5
COc1ccc(C(C)=O)c2c(O)cccc12	108	-5&1
CCC(C)(c1ccc(C=O)s1)c1ccc(C=O)s1	.	3
CC(C)CNC(=O)C1CN(S(=O)(=O)c2ccccc2)CCN1S(=O)(=O)c1ccccc1 (stereo unspecified)	.	7
COCCOC(=O)c1c(C)oc2ccc(OCC(=O)c3ccccc3)cc12	.	-6
COC(=O)CCC(=O)Oc1ccc(-c2ccccc2)cc1	.	8
O=C(Nc1ccccc1-c1ccccc1)NC1CCN(C(=O)N2CCOCC2)CC1	100	1
CCOc1cc(OCC)cc(C(=O)Nc2ccc(N3CCOCC3)c(Cl)c2)c1	.	7
Cc1cc(C(=O)Nc2ccc3ncccc3c2)ccc1[N+](=O)[O-]	.	-1
COC(=O)C(Cc1c[nH]c2ccccc12)NC(=O)c1cc(O)cc(O)c1 (stereo unspecified)	212	.
Cc1ccc(NC(=O)/C=C\C(=O)O)c(C)c1	.	-3
Cc1cc(N(CC(=O)O)S(C)(=O)=O)ccc1Br	70	4
O=[N+]([O-])c1ccc(/C(=N\Nc2ccccc2)c2cc(O)ccc2O)cc1	.	10
O=C(c1cccc(F)c1)N1CCN=C1SCc1cccnc1	101	-3
CCCc1[nH]nc2c1C(c1ccc(OC(=O)N3CCOCC3)cc1)C(C#N)=C(N)O2 (stereo unspecified)	105	-4
Cc1ccc(S(=O)(=O)N2CCCC2C(=O)OCc2ccco2)cc1 (stereo unspecified)	98	-4
COCC(C)NC(=O)c1cccc(Cl)c1 (stereo unspecified)	96	8
O=C(COc1ccc2ccccc2c1)Nc1ccc(-c2nc3cccnc3o2)cc1	.	7
O=C(CN1C(=O)c2ccccc2C1=O)Nc1cccc2ncccc12	.	7
CCOC(=O)C1=C(c2ccccc2)OC(N)=C(C#N)C1c1cccs1 (stereo unspecified)	.	11
O=C(O)c1cc(Nc2nc(N3CCOCC3)nc(N3CCOCC3)n2)ccc1Cl	66	6
Cc1ccc(NC2CC(C)N(C(=O)CN3C(=O)c4ccccc4C3=O)c3ccc(C)cc32)cc1 (stereo unspecified)	.	8
CCOc1cc(/C=C2\C(=O)NC(=O)N(c3ccc(Cl)cc3)C2=O)c(Br)cc1OC	.	-2
COC(=O)CSc1nc(C)c(Oc2ccccc2)c(=O)[nH]1	96	4
COC(=O)c1ccc2c(c1O)C(=O)c1ccccc1C2=O	.	3
Cc1ccc(-c2cc(C(=O)NC(C)C)c3ccccc3n2)cc1	.	6
Cc1ccc(SCCNS(=O)(=O)c2ccc3c(c2)OCCO3)cc1	76	8
O=C(CSc1ccc2c(c1)OCCO2)Nc1ccc(Cl)cn1	107	2
Cc1ccc(NS(=O)(=O)c2cccc3c2C(=O)c2ccccc2C3=O)cc1C	.	5
Cc1ccc(S(=O)(=O)NCCOc2nc(N(C)C)nc(N3CCOCC3)n2)cc1	128	.
COc1ccc(N2C(=O)NC3CC2(C)Oc2ccccc23)cc1OC (stereo unspecified)	121	7
O=C(N/N=C/c1cc(Br)c(Br)o1)C(O)(c1ccccc1)c1ccccc1	.	2
N#Cc1nc(-c2ccco2)oc1NCCc1ccccc1	.	2
CCOC(=O)c1cc2c(=O)n3cccc(C)c3nc2n(C)c1=N	.	5
O=c1oc2ccc(Cl)cc2cc1-c1nc2sc3c(c2c(=O)[nH]1)CCCC3	122	.
C=COCCn1c(=N)n(CCC)c2ccccc21	94	-3
CCOc1cc(CNc2ccc3[nH]c(=O)[nH]c3c2)ccc1OCC(=O)NC(C)(C)C	210	1
O=[N+]([O-])c1cc(Cl)ccc1NCCCNS(=O)(=O)c1ccccc1	.	-1
CN(C)c1ccc(/C=C(\NC(=O)c2ccccc2)C(=O)Nc2ccc(Cl)cc2)cc1	.	-18
O=C(O)Cn1c(SCCOc2ccccc2)nc2ccccc21	75	7
CNC(=O)NC1CCCCc2sccc21 (stereo unspecified)	86	8
Cc1ccc(CN2C(=O)CCC2C(=O)NCc2ccc(F)cc2)cc1 (stereo unspecified)	105	4
O=C1C2=C(Nc3[nH]n(-c4ccccc4)c(=O)c3C2c2ccccc2)c2ccccc21 (stereo unspecified)	.	-2
CCSc1nc2ccccc2n1S(=O)(=O)c1ccccc1	104	7
O=C1C(=O)N(c2cccnc2)C(c2ccccc2[N+](=O)[O-])/C1=C(\O)c1ccc(Cl)cc1 (stereo unspecified)	.	-8
CCCS(=O)(=O)N1CCC(C(=O)c2cccc(C(F)(F)F)c2)CC1	72	-7
Cc1ccc(-c2csc(NC(=O)c3cccc(S(=O)(=O)N4CCN(C)CC4)c3)n2)cc1	.	1
COc1ccc(-n2cnnc2SCC(=O)c2cc(C)n(Cc3cccs3)c2C)cc1	66	3
O=C(NCc1ccco1)c1cc(-c2ccc(Cl)cc2)on1	82	-6
CCOc1cc(/C=N/NC(=O)COc2ccccc2C)cc(I)c1O	.	5
Cc1cc(OCC(=O)Nc2ccc(Cl)cn2)ccc1Cl	.	-6
O=C(O)c1c(F)c(F)c(N2CCOCC2)c(F)c1F	.	2
CCCCN(CC)S(=O)(=O)N1CCC(C(=O)NCc2ccc(F)cc2)CC1	132	5
CCCN1C(=O)c2ccccc2NC1c1ccccc1F (stereo unspecified)	.	-12
CCOC(=O)c1c(NC(=O)c2ccc(S(=O)(=O)N3CC(C)OC(C)C3)cc2)sc(C)c1C (stereo unspecified)	113	.
O=C(CN1C2CCC1CC(NC(=O)NC1CCCCC1)C2)NC1CC1 (stereo unspecified)	106	10
O=C(NCc1ccccc1)NC(=O)c1ccncc1	97	6&-9
CCOC(=O)c1c(NC(=O)c2ccc(-n3cnnn3)cc2)sc2c1CCCC2	37*	6
CCCOC(=O)c1c(NC(=O)c2cc3ccccc3oc2=O)sc2c1CCC(C)C2 (stereo unspecified)	.	-1

Next part:
SMILES	BAP1 block	HePTP inh
Cc1ccc(NC(=O)CC2Nc3ccccc3NC2=O)cc1Cl (stereo unspecified)	98	-6&-4
Cc1[nH]c2ccccc2c1SCCN	102	-5
COCCn1c(NCc2ccccc2)nc2c1c(=O)[nH]c(=O)n2C	81	-7
CCOc1ccc(NC(=O)c2ccc(F)c(S(=O)(=O)N3CCN(c4ccccn4)CC3)c2)cc1	67	-5
Cc1cc(OCc2nc(-c3ccc(Cl)cc3Cl)no2)ccc1Br	.	-6
CCCCc1ccc(S(=O)(=O)NCCc2ccncc2)cc1	128	6
Cc1ccc(/C=C/C(=O)Nc2ccc(F)cc2F)o1	.	-4
COc1cc(C2NC(=S)NC(C)=C2C(=O)Nc2ccc(C)cc2)ccc1O (stereo unspecified)	.	-5
Cc1cc(C)c(S(=O)(=O)Nc2cc(Cl)c3oc4c(c3c2)C(=O)CCC4)c(C)c1	.	12
COc1cc(/C=C(\C#N)C(=O)NCc2ccco2)c(Br)c(Br)c1O	.	0
CCCNC(=O)CC(NS(=O)(=O)c1ccc(Cl)cc1)c1ccco1 (stereo unspecified)	107	6
O=C(O)/C=C(/c1ccccc1)C(F)(F)F	.	-2
NC(=O)NC(c1ccc(Cl)cc1)c1ccccc1Cl (stereo unspecified)	.	-3
O=C(Nc1ccc2c(c1)OCO2)C1COc2ccccc2O1 (stereo unspecified)	83	-4
CCc1ccc(N2C(=O)/C(=C/c3cc(C)n(-c4cccnc4)c3C)C(=O)NC2=S)cc1	.	10
COc1ccc(C(N)=O)cc1NC(=O)c1ccccc1C	.	-1
COc1ccc(OC)c(/C=C2\C(=O)NC(=O)N(c3ccccc3)C2=O)c1	.	-14
FC(F)(F)c1nnc2ccc(NCn3nnc4ccccc43)nn12	100	3

Reprinted from above (20 entries):
SMILES	BAP1 block	HePTP inh
CCOC(=O)c1c(NC(=O)c2ccc(-n3cnnn3)cc2)sc2c1CCCC2	37*	6
CCCOC(=O)c1c(NC(=O)c2cc3ccccc3oc2=O)sc2c1CCC(C)C2 (stereo unspecified)	.	-1
Cc1ccc(NC(=O)CC2Nc3ccccc3NC2=O)cc1Cl (stereo unspecified)	98	-6&-4
Cc1[nH]c2ccccc2c1SCCN	102	-5
COCCn1c(NCc2ccccc2)nc2c1c(=O)[nH]c(=O)n2C	81	-7
CCOc1ccc(NC(=O)c2ccc(F)c(S(=O)(=O)N3CCN(c4ccccn4)CC3)c2)cc1	67	-5
Cc1cc(OCc2nc(-c3ccc(Cl)cc3Cl)no2)ccc1Br	.	-6
CCCCc1ccc(S(=O)(=O)NCCc2ccncc2)cc1	128	6
Cc1ccc(/C=C/C(=O)Nc2ccc(F)cc2F)o1	.	-4
COc1cc(C2NC(=S)NC(C)=C2C(=O)Nc2ccc(C)cc2)ccc1O (stereo unspecified)	.	-5
Cc1cc(C)c(S(=O)(=O)Nc2cc(Cl)c3oc4c(c3c2)C(=O)CCC4)c(C)c1	.	12
COc1cc(/C=C(\C#N)C(=O)NCc2ccco2)c(Br)c(Br)c1O	.	0
CCCNC(=O)CC(NS(=O)(=O)c1ccc(Cl)cc1)c1ccco1 (stereo unspecified)	107	6
O=C(O)/C=C(/c1ccccc1)C(F)(F)F	.	-2
NC(=O)NC(c1ccc(Cl)cc1)c1ccccc1Cl (stereo unspecified)	.	-3
O=C(Nc1ccc2c(c1)OCO2)C1COc2ccccc2O1 (stereo unspecified)	83	-4
CCc1ccc(N2C(=O)/C(=C/c3cc(C)n(-c4cccnc4)c3C)C(=O)NC2=S)cc1	.	10
COc1ccc(C(N)=O)cc1NC(=O)c1ccccc1C	.	-1
COc1ccc(OC)c(/C=C2\C(=O)NC(=O)N(c3ccccc3)C2=O)c1	.	-14
FC(F)(F)c1nnc2ccc(NCn3nnc4ccccc43)nn12	100	3

High-throughput results deposited in PubChem by several laboratories.

Compounds were not picked by outcome; 0.79% or so of the library scored in one or more.
